Assay outcomes deposited in PubChem BioAssay by National Center for Advancing Translational Sciences (NCATS).
Gal4-VP16 FLuc: VP16 counterscreen qHTS for inhibitors of ROR gamma transcriptional activity; Drosophila S2 Gal4-VP16 UAS-luciferase, luminescence, 20 h; Potency, µM (highest dose often 53.6 µM), inactives show at the top dose activity, negative = inhibition, actives largely listed as inhibitors; 310,000 compounds, 3.5% hits;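 note: Gal4-VP16 expression switched on by copper sulfate through the metallothionein promoter; potency is the fitted concentration of half-maximal effect; % is set by controls: 0 for no effect and ±100 for the full control effect; nearly all actives have a fitted effect of over 50% in size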
NPC1 prom act: qHTS Assay for NPC1 Promoter Activators; Huh7 NPC1 promoter luciferase reporter, 24 h; Potency, µM (titrated, usually from 9.22 µM), for the others: at the highest dose activation, actives largely listed as activators; 320,000 compounds, 2.4% hits; AID 485313, 2010;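 note: potency is the fitted concentration of half-maximal effect; % of control where 0% means no effect; nearly all actives have a fitted effect of over 60% in size; reporter is driven by a mutant NPC1 promoter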
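Huh7 cells stably carrying NPC1 promoter–luciferase, plated in Opti-MEM with 10% FBS for 2 h, were exposed to compound in DMSO for 24 h at 37 °C; luciferase reagent was added for 10 min and luminescence read.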
FLuc modulator: qHTS profiling assay for firefly luciferase inhibitor/activator using purifed enzyme and Km concentrations of substrates (counterscreen for miR-21 project) | Luciferin 4-monooxygenase (Photinus pyralis), P08659 | purified FLuc, Km substrates, luminescence inhibition | Potency, µM (highest dose often 57.5 µM), for the others: top-dose activity change, negative = inhibition, most hits filed as inhibitors | 360,000 compounds, 6.9% hits;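 note: potency is the fitted concentration of half-maximal effect; plate controls were vehicle for no effect and reference inhibitor for full effect; nearly all actives have a fitted effect of over 55% in size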
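Biochemical qHTS of compounds, final roughly 60 µM downward over six points, against 10 nM purified firefly luciferase using Km concentrations of substrates (10 uM D-luciferin, 10 uM ATP) in Tris acetate pH 7.5 buffer; luminescence output.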
Rab9 promoter act: qHTS Assay for Rab9 Promoter Activators; Huh7 Rab9 promoter-luciferase reporter, luminescence, 24 h; Potency, µM (series often up to 9.22 µM), for inactives: at the highest dose activation, negative = inhibition, most hits filed as activators; 320,000 compounds, 2.8% hits; note: potency is the fitted concentration of half-maximal effect; % of control where 0% means no effect; nearly all actives have a fitted effect of over 60% in size
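Luciferase signal after 10 min detection reagent at ambient indicates Rab9 promoter upregulation; stably transfected Huh7 cells were treated 24 h with compound in DMSO at 37 °C, 5% CO2.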
Mito fusion act: qHTS Assay for Small Molecule Inhibitors of Mitochondrial Division or Activators of Mitochondrial Fusion; S. cerevisiae fusion-defective mutant growth rescue, CellTiterGlo 48 h; Potency, µM (highest dose often 46.1 µM), for the others: top-dose growth rescue (activation), actives largely listed as activators; 320,000 compounds, 0.23% hits; AID 485298, 2010;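 note: potency is the fitted concentration of half-maximal effect; % of control where 0% means no effect; nearly all actives have a fitted effect of over 45% in size; temperature-sensitive fusion mutants such as fzo1-1 at 37 °C on non-fermentable ethanol glycerol medium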
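Temperature-sensitive fusion-defective S. cerevisiae (e.g. fzo1-1, mgm1-5) were grown with compound in YPEG medium (3% ethanol, 3% glycerol) for 48 hours at 37C. Growth rescue was measured as viability by CellTiterGlo luminescence after 10 minutes at ambient.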
PKM2 activator: qHTS Assay for Activators of Human Muscle isoform 2 Pyruvate Kinase | Pyruvate kinase PKM (Homo sapiens), P14618 | purified PKM2, Kinase-Glo ATP luminescence, activation; response scale: 0% is enzyme alone, no compound | Potency, µM (highest dose often 57.5 µM), without a hit: top-dose activation, most hits filed as activators | 260,000 compounds, 0.34% hits | AID 1631, 2009; note: potency is the fitted concentration of half-maximal effect; % is set by controls: 0 for no effect and ±100 for the full control effect; nearly all actives have a fitted effect of over 55% in size
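Purified hPK-M2 (>95% pure) converted ADP (0.1 mM final) to ATP with 0.5 mM PEP in 50 mM imidazole pH7.2, KCl, MgCl2, Tween 20, BSA; 1 h at room temperature. ATP detected by Kinase-Glo luminescence.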
MBNL1 CUG block: qHTS Assay for Inhibitors of MBNL1-poly(CUG) RNA binding | Muscleblind-like protein 1 (Homo sapiens), Q9NR56 | TR-FRET MBNL1-His/biotin-(CUG)12 binding, 665/545 ratio | Potency, µM (top dose mostly 57.5 µM), for the others: top-dose activity change, negative = inhibition, usual class: inhibitors | 280,000 compounds, 0.036% hits | AID 2675, 2010; active = well fitted inhibition curve with a large enough effect in the signal ratio, with a control signal flat, not every such curve was filed as active; inconclusive = small, poorly fitted or top-dose-only effect, or effect the other way, or a change in a side signal; inactive = no such curve, though single readings can be large or run the other way; the % refers to the signal ratio; note: potency is the fitted concentration of half-maximal effect; % is set by controls: 0 for no effect and ±100 for the full control effect
Target sequence (Q9NR56 whole entry, looked up): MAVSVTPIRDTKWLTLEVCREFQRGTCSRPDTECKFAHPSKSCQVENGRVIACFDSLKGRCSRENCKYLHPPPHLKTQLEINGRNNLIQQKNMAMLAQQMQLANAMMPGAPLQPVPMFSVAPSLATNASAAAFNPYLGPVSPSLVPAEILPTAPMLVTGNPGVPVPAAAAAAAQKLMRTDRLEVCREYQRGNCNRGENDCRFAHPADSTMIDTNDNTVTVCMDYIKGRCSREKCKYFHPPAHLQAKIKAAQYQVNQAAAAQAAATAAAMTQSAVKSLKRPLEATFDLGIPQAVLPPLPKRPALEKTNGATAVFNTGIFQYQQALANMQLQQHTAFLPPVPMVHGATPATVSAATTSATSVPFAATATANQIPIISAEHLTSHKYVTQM
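MBNL1-His + Biotin-(CUG)12, cpd titration 92 nM–58 uM; Tb anti-His Ab 0.055 ng/ul, SA-XL665 5 nM (final); 60 min RT; ratiometric 665/545 nm, Ex 340 nm; normalized to buffer and full-complex controls.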
RORgamma inh: qHTS for inhibitors of ROR gamma transcriptional activity; Drosophila S2 Gal4-RORgamma UAS-luciferase reporter, 20 h; Potency, µM (series often up to 53.6 µM), for the others: top-dose activity change, negative = inhibition, actives largely listed as inhibitors; 310,000 compounds, 5.4% hits; AID 2551, 2010; note: potency is the fitted concentration of half-maximal effect; % is set by controls: 0 for no effect and ±100 for the full control effect; nearly all actives have a fitted effect of over 60% in size
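Luciferase reporter read in Schneider cells carrying Gal4-RORγ (mouse) and UAS-Photinus luciferase; cells given compound 1 h before 700 uM copper sulfate induction, then incubated 20 h at ambient temperature.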
ELG1 repair inh: qHTS screen for small molecules that inhibit ELG1-dependent DNA repair in human embryonic kidney (HEK293T) cells expressing luciferase-tagged ELG1. HEK293T ELG1-luciferase reporter, luminescence, 16 h; DNA damage induced by 5-fluorouridine. Potency, µM (top dose mostly 46.1 µM), for inactives: at the highest dose activity change, negative = inhibition, usual class: inhibitors. 330,000 compounds, 2.3% hits. AID 504467, 2011; note: potency is the fitted concentration of half-maximal effect; % is set by controls: 0 for no effect and ±100 for the full control effect; nearly all actives have a fitted effect of over 55% in size
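Luminescence from the luciferase reporter, measured 30 min after ONE-Glo reagent at room temperature, was the read-out. Beforehand, 2,000 cells per well were exposed for 16 hr at 37 °C to 5-fluorouridine together with compound or vehicle.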
KCNH2 3.1 block: qHTS for Inhibitors of KCHN2 3.1: Mutant qHTS | 340,000 compounds, 0.95% hits | AID 720553, 2013 | activity change, % (tested at about 1.8 µM) | U2OS KCNH2 3.1, thallium flux FluxOr; active compounds read low;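 active = maximum activity change below -70%; inconclusive = maximum activity change from -70% to -50%; inactive = maximum activity change above -50%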;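 note: thallium influx rate constant from kinetic fluorescence after stimulation buffer; % is set by controls: 0 for no effect and ±100 for the full control effect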
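U2OS cells transduced with KCNH2 3.1 mutant virus (1.77 x 10^8 /mL, 4 h), plated overnight at 37 C, loaded 45 min with FluxOr dye plus Red40 quencher. Thallium flux rate constant from kinetic reads after stimulation buffer, normalised to controls.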
Menin MLL FP TR: qHTS Assay for Inhibitors Targeting the Menin-MLL Interaction in MLL Related Leukemias: Competition With Texas Red Labeled MLL-derived Mutant Peptide; O00255; Menin + Texas Red MLL mutant peptide, fluorescence polarization; Potency, µM (top dose mostly 61.6 µM), without a hit: at the highest dose FP activity change, negative = inhibition, actives largely listed as inhibitors; 270,000 compounds, 0.23% hits; AID 1768, 2009; active = well fitted inhibition curve with a large enough effect in the polarisation, with a control signal flat, not every such curve was filed as active; inconclusive = small, poorly fitted or top-dose-only effect, or effect the other way, or a change in a side signal; inactive = no such curve, though single readings can be large or run the other way; the % refers to the polarisation; note: potency is the fitted concentration of half-maximal effect; % of control where 0% means no effect; many of its hits are not listed in these tables
Target sequence (O00255 whole entry, looked up): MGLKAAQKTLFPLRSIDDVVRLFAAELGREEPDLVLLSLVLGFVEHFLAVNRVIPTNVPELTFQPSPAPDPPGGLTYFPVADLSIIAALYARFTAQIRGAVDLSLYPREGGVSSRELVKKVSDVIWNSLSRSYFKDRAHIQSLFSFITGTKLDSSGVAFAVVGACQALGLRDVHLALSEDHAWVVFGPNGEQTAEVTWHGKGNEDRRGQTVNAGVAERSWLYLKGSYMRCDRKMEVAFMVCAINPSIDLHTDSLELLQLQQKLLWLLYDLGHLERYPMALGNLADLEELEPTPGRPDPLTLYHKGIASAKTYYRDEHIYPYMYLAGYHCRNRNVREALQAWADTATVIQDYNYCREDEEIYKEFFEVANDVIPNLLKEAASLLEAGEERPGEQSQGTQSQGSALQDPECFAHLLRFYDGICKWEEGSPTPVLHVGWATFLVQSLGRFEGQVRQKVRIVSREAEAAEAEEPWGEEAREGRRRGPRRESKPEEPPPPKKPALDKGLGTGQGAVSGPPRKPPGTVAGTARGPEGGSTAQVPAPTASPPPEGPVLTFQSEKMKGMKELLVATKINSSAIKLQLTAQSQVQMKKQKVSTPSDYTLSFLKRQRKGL
Starred values were filed as active, the others as inactive; ? = inconclusive; · = no result given. Unless noted, calls come from the whole dose curve; as a rule, active = well fitted curve in the direction sought with a large enough effect; inconclusive = small, poorly fitted or top-dose-only effect, or another doubt; inactive = no such curve, though single readings can be large; an effect the other way counts as inactive or inconclusive. The list is partial, so the mix of outcomes need not match the whole.

SMILES | Gal4-VP16 FLuc | NPC1 prom act | FLuc modulator | Rab9 promoter act | Mito fusion act | PKM2 activator | MBNL1 CUG block | RORgamma inh | ELG1 repair inh | KCNH2 3.1 block | Menin MLL FP TR
Cc1ccc2nc3c(cc(C(=O)NCc4cccnc4)c(=N)n3C(C)C)c(=O)n2c1 | 1.7% | -4.9% | 1.0% | -6.8% | -5.4% | 1.8% | ? | -1.6% | -5.2% | · | 2.8%
Cc1cc2cc(C)c3nnc(SCc4ccccn4)n3c2cc1C | -4.3% | -2.8% | 5.0% | 0.9% | -5.4% | 0.7% | ? | -29.0% | -5.8% | 10.6 | 12.2%
Cc1cc(=O)[nH]c(SCC(=O)Nc2ccc(S(=O)(=O)N3CCCCC3)cc2)n1 | -15.6% | 10.3% | ? | 2.3% | 1.4% | 2.9% | -12.3% | 1.6% | -21.5% | 2.4 | -1.5%
O=C(NCCCN1CCOCC1)C1CCC(=O)N1C1CCCCC1 (stereo unspecified) | -1.3% | 0.0% | 3.9% | 0.8% | -3.0% | 0.1% | -4.1% | -2.1% | 21.4% | 12.3 | 11.6%
O=C(O)c1ccc(N/N=C/c2ccc(-c3ccc(Cl)cc3Cl)o2)cc1 | ? | ? | 0.953µM* | 20.9% | -14.1% | 1.8% | -7.2% | -24.5% | ? | 0.7 | ·
CC(C)n1cnnc1SCC(=O)NNC(=O)COc1ccc(Cl)cc1 | · | 1.3% | -1.6% | 0.0% | 0.2% | · | · | · | 0.1% | 3.4 | ·
CCOC(=O)COc1ccc(S(=O)(=O)Nc2ccc3c(c2)OCO3)cc1 | ? | -4.0% | 3.0% | 0.4% | 15.4% | -0.2% | -3.0% | 13.4% | ? | 14.1 | 1.9%
O=C(CN1CCN(c2ncc(C(F)(F)F)cc2Cl)CC1)Nc1ccc2c(c1)OCO2 | -10.4% | -3.6% | 0.3% | -0.9% | 21.7% | 5.3% | -0.4% | ? | -3.2% | -8.2 | -0.1%
O=C(CN(c1cc(Cl)ccc1Cl)S(=O)(=O)c1ccccc1)N1CCOCC1 | 16.5% | 2.1% | -1.5% | 12.0% | 2.1% | 7.1% | -4.3% | -1.9% | -6.1% | -6.4 | ·
O=C(O)c1cccc(-n2cccc2/C=C2/NC(=O)N(Cc3ccccc3F)C2=O)c1 | -14.6% | -2.5% | ? | 23.9% | 0.6% | -11.6% | 8.2% | 0.4% | 5.7% | 17.7 | 26.9%
N/C(=N\OC(=O)COc1ccc(Br)cc1)c1cccc([N+](=O)[O-])c1 | 2.2% | -0.6% | -4.4% | 9.6% | -2.6% | -6.1% | -3.9% | -15.4% | 22.6% | -7.8 | ·
O=C1c2ccccc2NC(c2ccc(-c3cccs3)o2)N1O (stereo unspecified) | · | 9.5% | 12µM* | 0.9% | 4.5% | · | · | · | ? | · | ·
Cc1nc(NC(=O)CSc2nc(N)cc(N)n2)sc1C | -3.0% | -2.9% | 1.4% | -7.0% | -1.3% | 4.0% | -6.2% | 5.7% | 16.2% | -21.4 | 0.8%
CCCn1c(C)cc(/C=C(\C#N)C(=O)OCC(=O)Nc2ccc(OC)c(Cl)c2)c1C | 12.4% | -1.1% | ? | 11.2% | 0.4% | 5.2% | 9.6% | ? | -19.6% | 19.9 | -0.5%
C#CCN(C)CC/C=C1\c2ccccc2CSc2ccccc21 | 23.7% | 0.0% | 0.1% | -9.5% | 12.1% | 3.7% | 5.8% | ? | -8.8% | -4.9 | -12.6%
CN1C(=O)C(O)(C2OC(C)(C)CCC2=O)c2ccccc21 (stereo unspecified) | 3.6% | -0.5% | -1.1% | -1.8% | 3.1% | 0.2% | ? | 20.1% | 18.0% | 0.8 | -0.1%
COc1cc(NC(=O)C2=C(C)OCCS2)c(Cl)cc1C(=O)NCCN(C)C | 0.2% | -2.2% | 3.1% | 8.8% | 0.6% | · | 0.8% | 7.3% | 9.7% | 6.8 | 1.5%
O=C(CCCN1C(=O)CCC1=O)Nc1ccc(Cl)c(C(F)(F)F)c1 | ? | -1.8% | 3.6% | 1.9% | -8.2% | 1.4% | 2.3% | -16.9% | 16.9% | -4.7 | 20.9%
CC(C)n1cnc2cc(NCc3nc4ccccc4n3C)ccc21 | -26.3% | 1.26µM* | 4.78µM* | 1.12µM* | 7.0% | 9.6% | -31.3% | ? | ? | -22.1 | -18.2%
CC(C)Oc1cccc(C(=O)C2CCCN(C(=O)c3ccsc3)C2)c1 (stereo unspecified) | 1.3% | -2.2% | -23.7% | -0.8% | 5.1% | -33.1% | -12.3% | ? | 1.1% | 1.0 | ?
CCOc1cc(NC(=O)CCl)c(OCC)cc1NC(C)=O | ? | -1.3% | 3.7% | -2.5% | -10.2% | 0.1% | 12.5% | -6.0% | ? | -8.9 | -1.0%
COc1ccccc1NC(=O)Nc1nc(CC(=O)N2CCN(c3ccccc3F)CC2)cs1 | · | -14.1% | ? | -8.8% | -1.3% | · | · | · | 16.4µM* | 4.5 | ·
Cc1nn(C)c(C(=O)Nc2ccc(Br)cc2F)c1Br | -14.7% | 13.7% | -7.3% | 13.4% | 8.9% | -19.8% | ? | 0.6% | 26.1% | 5.2 | 12.0%
Cc1ccc(-n2nnnc2-c2cnoc2-c2cccc(F)c2)cc1 | ? | -3.2% | -1.1% | -1.9% | 2.0% | -2.0% | -4.7% | -28.6% | -2.2% | -0.7 | -2.6%
COc1ccc(OCCn2ccnc2)cc1 | -11.0% | -3.3% | 3.3% | 0.0% | -0.9% | -2.4% | -1.8% | -0.5% | ? | 10.5 | 0.1%
O=C1C(=O)N(CCN2CCOCC2)C(c2ccc([N+](=O)[O-])cc2)/C1=C(/O)c1ccc2c(c1)OCO2 (stereo unspecified) | 11.2µM* | 29.5% | -12.4% | ? | -10.3% | 7.0% | -2.8% | 7.94µM* | ? | · | ·
O=C(CCn1nc(-c2ccccc2)c2ccccc2c1=O)NN1CCOCC1 | -1.8% | 1.4% | -0.7% | 6.1% | -3.2% | 1.9% | 2.2% | -0.2% | 2.7% | 2.4 | -7.8%
CC(Sc1nc2ccccc2n1C)C(=O)Nc1ccc(N2CCOCC2)cc1 (stereo unspecified) | -14.1% | -1.5% | 16.9µM* | -2.2% | -10.9% | 1.2% | -9.0% | -7.5% | ? | 13.7 | -19.7%
COc1ccc(CNC(=O)c2coc(=O)c3ccccc23)c(OC)c1 | -8.3% | -6.5% | 4.4% | -5.9% | -4.9% | 1.1% | 0.3% | 43.5% | -0.6% | -5.5 | -1.6%
COc1ccc(Cn2c(=O)[nH]c3cc(C(=O)NCCCN4CCCCCC4)ccc3c2=O)cc1 | -0.1% | -3.4% | -1.8% | 0.9% | 8.4% | 7.1% | · | -1.5% | 9.1% | 10.1 | 1.2%
O=C(O)/C=C/C(=O)Nc1ccccc1SC(F)(F)C(F)(F)C(F)(F)F | -22.1% | -2.7% | ? | 1.6% | 10.9% | -2.4% | -6.6% | 1.1% | 1.7% | -3.5 | 4.5%
Cc1csc(NC(=O)CSc2nnc(-c3cc(C)on3)o2)n1 | 14.1µM* | 13.4% | 2.4% | 3.1% | -1.9% | 26.7% | -0.5% | 14.1µM* | 13.1% | 1.2 | -6.1%
COC(=O)c1ccc(NC(=S)NN2CCCCC2c2cccnc2)cc1 (stereo unspecified) | -4.1% | 2.3% | -12.6% | 8.4% | -6.2% | 7.0% | · | -3.2% | 1.0% | 0.6 | ·
